biotin-GST TR-FRET – GST-antibody interaction or FRET quenching – biochemical, TR-FRET, artefact control for Vif-APOBEC3G degradation inhibitor project, dose response (AID 1117362); TR-FRET counter screen, biotin-GST/anti-GST signal; IC50 in µM for hits, for the others inhibition, % at the top dose, mostly 100 µM; hit rate 2.8% among 3,600;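 active means inhibition above 30% at one or more concentrations, seen consistently on every test date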;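 further: biotinylated GST protein used in place of GST-Vif 1-94 and biotin-A3G peptide; detects fluorescence quenchers or blockers of GST binding to anti-GST antibody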
Starred values were filed as active, the others as inactive; & = joins results of further samples. Not all compounds are listed; the hit share may differ from the screen's.

SMILES	biotin-GST TR-FRET
CCC(C)Nc1nc2c(c(=O)[nH]c(=O)n2C)n1CCC(C)C (stereo not given)	2.4%
COc1ccc2c(c1)C1CC(C)(NC(=O)C1C(=O)c1ccccc1)O2 (stereo not given)	-2.4%
COC1=C(N)C(=O)c2nc(-c3nc(C(=O)O)c(C)c(-c4ccc(OC)c(OC)c4O)c3N)ccc2C1=O	-5.9%
CCc1nc2oc3cc(OC)ccc3c(=O)c2c(=O)n1Cc1ccco1	4.7%
COc1ccc(-c2cc(C(=O)N/N=C/c3ccc(OC)c(COCC(F)(F)C(F)F)c3)c3ccccc3n2)c(OC)c1	-3.7%
S=C1NC2(CCCCCC2)N=C1c1ccccc1	2.2%
O=S(=O)(c1ccc2nc(-c3ccco3)c(-c3ccco3)nc2c1)N1CCOCC1	11.1%&27.1%
CC(C)(C)c1ccc(-c2nnc(SCCC#N)n2C2CCCC2)cc1	1.9%
Cc1ccc(Oc2ccc(/C=N/O)cn2)cc1	3.0%
Cc1cc(S(=O)(=O)N(Cc2ccccn2)Cc2ccco2)ccc1-n1cnnn1	4.6%
C=C(C)COc1ccc2c(C)c(C)c(=O)oc2c1OCC(=C)C	-1.2%
CCN(CC)CCNC1=NCCn2c1cc1cc(OC)ccc12	-2.3%
COc1cccc(-c2nc(CS(=O)(=O)CC(=O)NC3CC3)c(C)o2)c1	-3.8%
O=C(Nc1ccccc1N1CCCCC1)c1ccccc1F	0.3%
CN1CCN(C2=C(Cl)C(=O)c3ccccc3C2=O)CC1	>100µM*
Cc1ccc(NCc2nnc(SCc3ccc(C#N)cc3)n2Cc2ccco2)c(C)c1	0.4%
COC(=O)C1=C(C)Nc2ncnn2C1c1ccc(OC(=O)c2ccccc2)cc1 (stereo not given)	4.8%
CCc1cccc(NC(=O)CCS(=O)(=O)c2ccc(Br)cc2)c1	1.2%
O=C(NCC1CCCO1)c1ccc(CS(=O)(=O)Cc2ccc(F)cc2)o1 (stereo not given)	-3.4%
CN=c1scc(-c2ccco2)n1/N=C/c1ccc(O)c(O)c1	4.2%
COc1ccccc1NC(=O)c1oc2ccc(C)cc2c1C	0.4%
Cc1ccc(S(=O)(=O)Nc2ccc3c(c2)c2c(n3S(=O)(=O)c3ccc(C)cc3)CCCC2=O)cc1	6.1%
CC(CNc1ccccc1O)C(=O)O (stereo not given)	-12.5%
CN(CCc1ccccc1)C(=O)c1ccc(NC(=O)Cc2ccc(NC(=O)C3CCN(C(=O)CCc4ccccc4)CC3)cc2)cc1	-4.4%
CCOC(=O)Nc1ccc2c(CN3C(=O)NC4(CCCC4)C3=O)cc(=O)oc2c1	-21.9%
Remaining list, next part
SMILES	biotin-GST TR-FRET
COc1cc(C(=O)Nc2ccc(N3CCCS3(=O)=O)cc2)c([N+](=O)[O-])cc1OC	10.3%
CCn1c(=O)c2cc(C(=O)N(C)c3ccccc3F)sc2c2ccccc21	-0.4%
O=C(O)c1cc(Nc2cc(Cl)c3nonc3c2[N+](=O)[O-])ccc1O	11.9%
CCc1cc2c(N3CCCCC3)ncnc2s1	15.0%
Cc1ccc(SCCC(=O)NCc2ccco2)cc1	1.9%
CC1(C)Cc2nc3sc(C(=O)O)c(N)c3cc2CS1	0.8%
Cc1c(C(=O)O)cccc1-n1c(C)cc(/C=N/Nc2ccc([N+](=O)[O-])cn2)c1C	2.8%
CN(CC(=O)Nc1cccc(F)c1)C(=O)c1cc(-c2ccco2)nc2ccccc12	-2.7%
O=C(Nc1nnc(SCc2c(Cl)cccc2Cl)s1)c1cccc([N+](=O)[O-])c1	3.8%
CCn1c(C(=O)N2CCCC(C(=O)NCCc3ccc(C)cc3)C2)cc2sccc21 (stereo not given)	3.1%
Cc1cccc(NC(=O)CSc2nnc(-c3ccco3)c(-c3ccco3)n2)c1C	3.5%
Cc1nn(Cc2ccc(Cl)cc2Cl)c(C)c1NC(=O)NC12CC3CC(CC(C3)C1)C2	3.5%
Cc1sc(-c2ccncc2)nc1OC(=O)c1ccccc1	0.5%
Cc1ccc(S(=O)(=O)N(CC(=O)N/N=C/c2cccc3c2OCCO3)c2ccccc2F)cc1	-0.8%
C=C(c1ccc(OCCO)cc1)c1ccc(OCCO)cc1	1.3%
CCOC(=O)c1c(NC(C)=O)sc2c1CCCNC2=O	-2.5%
O=C(O)c1cccc(NCc2ccncc2)c1	-0.9%
CC(=O)c1c(C)[nH]c(C(=O)OCC(=O)C(C)(C)C)c1C	4.3%
CCOC(=O)COn1c(=O)c(-c2ccc(Cl)cc2)[n+]([O-])c2ccccc21	-3.1%
Cc1ccc2c(c1)NC(=O)c1cc([N+](=O)[O-])ccc1O2	-3.4%
COc1ccc(OCCOC(=O)c2cccc(-n3cnnn3)c2)cc1	1.8%
Cc1cc(C)n(CC(O)CN2c3ccccc3Sc3ccccc32)n1 (stereo not given)	8.3%
Cc1nn(CC(=O)Nc2ccccn2)c(C)c1Br	1.2%
COc1ccc(NC(=O)/C(C#N)=C\c2ccc(Br)o2)cc1	9.7%
COc1ccc(N=c2scc(-c3ccc(OC)cc3)n2CCO)cc1	2.6%
The list goes on.
SMILES	biotin-GST TR-FRET
COc1cc(NC(=O)CSCC(=O)N(C)C2CCCCC2)cc(OC)c1	1.1%
COC(=O)c1ccc(-n2nnnc2SCC(=O)Nc2cc(OC)ccc2OC)cc1	-11.5%
COc1cccc(Cn2nnc(C(=O)NCCc3ccc(Cl)cc3)c2N)c1	-2.8%
O=c1[nH][nH]c(=O)c2nc(Nc3ccccc3)ncc12	5.6%
Oc1ccc(Cl)cc1-c1cc(-c2ccccc2)n[nH]1	-0.8%
CCN1CCC(=NNC(=O)CC23CC4CC(CC(C4)C2)C3)CC1	3.4%
CC(C)(C)c1ccc(OCC(=O)NCCN2CCCC2)cc1	13.3%
COc1ccc(C2CC(c3ccccc3)n3nc(NC(=O)c4cccs4)nc3N2)cc1 (stereo not given)	-36.5%
CCC1(C(N)=O)CC2C=CC1C2 (stereo not given)	4.6%
Cc1ccc(-c2nc3s/c(=C\c4ccco4)c(=O)n3n2)cc1	-1.5%
C=CCOc1ccc(/C=C2\SC(=S)N(CCC(=O)O)C2=O)cc1	-0.7%
CC(NC(=O)CC1Nc2ccccc2NC1=O)c1ccccc1 (stereo not given)	0.9%
O=C(OCc1ccc(Cl)cc1)c1cnccn1	1.0%
CCC(CC)c1nc2cc(OC)c(OC)cc2c(=O)o1	-2.0%
CN=c1scc(C)n1/N=C/c1ccc(O)c(O)c1O	>100µM*
Cc1ccc(NC(=O)CSc2nnc([C@H](C)NC(=O)OC(C)(C)C)o2)c(C)c1	-0.1%
Cc1cc(C)cc(-n2nnc(C(=O)NCc3ccco3)c2N)c1	-1.5%
Cc1cccn2c(=O)c3cc(C(=O)NCc4ccco4)c(=N)n(CCc4ccccc4)c3nc12	19.5%
Cc1cc2cc(C=O)c(Cl)nc2cc1C	1.9%
Cc1[nH]c(=O)nc(NN=Cc2ccc(Cl)cc2)c1C(=O)Nc1ccc(Cl)cc1	-0.9%
COc1ccc(/C=C/CN2CCN(Cc3ccccc3)C(CCO)C2)cc1 (stereo not given)	1.6%
O=C(Cn1cnc2ccccc2c1=O)c1cccs1	-4.3%
c1ccc(SCc2nc3ccccc3[nH]2)cc1	1.3%
O=C(c1ccc(F)cc1)N1CCC(C(=O)N(Cc2ccccc2)c2ccccc2)CC1	4.8%
Nc1cccc2cc(S(=O)(=O)O)ccc12	1.6%
New compounds follow
SMILES	biotin-GST TR-FRET
CC(C(=O)Nc1ccc(F)c(F)c1F)N1CCCCCC1 (stereo not given)	-2.5%
Cc1ccc(S(=O)(=O)N/N=C/c2ccc(OCC(=O)Nc3ccccc3Cl)cc2)cc1	2.1%
C=CCOC(=O)CN1C(=O)c2ccccc2C1=O	5.6%
COc1cccc(C2NC(=O)NC(O)(C(F)(F)F)C2C(=O)c2cccnc2)c1OC (stereo not given)	2.1%
Cc1[nH]c2ccccc2c1C(=O)CN1CCC(C(N)=O)(N2CCCCC2)CC1	6.9%
COc1ccccc1NC(=O)CN(c1ccccc1OC)S(=O)(=O)c1ccccc1	2.5%
Cc1cc(C)c(S(=O)(=O)N2CCCCC2)c(C)c1N(C)S(=O)(=O)c1ccc(Cl)cc1	1.1%
O=C(COC(=O)c1ccc(O)cc1O)NNC(=O)c1cccs1	0.9%
O=C(COC(=O)C12CC3CC(CC(Br)(C3)C1)C2)Nc1ccc2[nH]c(=O)[nH]c2c1	73.6µM*
COc1ccc(C2CC(=O)Nc3cc(C)c(C)cc32)c(OC)c1OC (stereo not given)	-2.0%
C=CCSc1nnc(NC(=O)CSc2nnc(C)s2)s1	9.1%
CCS(=O)(=O)c1ccc2oc(Nc3cccc(OC)c3)nc2c1	-1.2%
Fc1cc(F)cc(NC(=S)NCCCN2CCOCC2)c1	-0.9%
CC(=O)Nc1ccc(S(=O)(=O)Nc2nc3ccccc3nc2Nc2ccc(N)cc2)cc1	5.5%
C(=C\c1ccco1)/C=N/n1cnnc1	-4.5%
O=C(Cn1cncn1)N/N=C/c1ccccc1Cl	6.4%
O=C(CSc1nnnn1-c1ccc2c(c1)CCC2)Nc1ccc2c(c1)OCCO2	-6.1%
COC(=O)/C(=C(/F)SCC(C)=O)C(F)(F)F	0.7%
O=C(C1CCC(CNc2c(N3CCCCC3)c(=O)c2=O)CC1)N1CCN(C2CCCCC2)CC1 (stereo not given)	2.5%
CC(=O)NCCC(=O)NCc1ccc(F)cc1	2.5%
COc1ccc(-c2[nH]c(-c3ccc(C)cc3)nc2SCC(=O)NCc2ccco2)cc1OC	23.6%
CCc1ccc(N2C(=O)Cc3c2nc(N)c(C#N)c3N)cc1	5.0%
CCOc1cc(NC(=S)NCC(C)C)c(OCC)cc1NC(=O)c1cccs1	-2.2%
CCOC(=O)C1=C(C)N=c2s/c(=C/c3ccco3)c(=O)n2C1c1cccc(OC)c1 (stereo not given)	-0.5%
Cc1[nH]c2ccccc2c1Cc1nnc(SCc2ccccc2)o1	1.6%
Continued.
SMILES	biotin-GST TR-FRET
N=c1ccn(Cc2ccc(Cl)cc2)cc1	2.3%
Cc1noc(C)c1S(=O)(=O)Nc1ccc2c(c1)C(=O)N([C@@H](C)CO)C[C@H](C)[C@@H](CN(C)Cc1ccc(C(F)(F)F)cc1)OCCCC[C@H](C)O2	0.2%
COc1ccc(Nc2ncc(F)c(N3CCOCC3)n2)cc1	2.3%
COc1ccc(Cl)cc1NC(=O)CCS(=O)(=O)c1ccc(Br)cc1	0.3%
CC(Sc1nnc(C2CC2)n1C)C(=O)Nc1ccc(N2CCOCC2)cc1 (stereo not given)	4.8%
O=S(=O)(Nc1ccc(Cc2ccncc2)cc1)c1ccc(Br)cc1	6.0%
CCCn1nc(NC(=O)c2ccccn2)c2cc3cc(C)ccc3nc21	3.7%
C/C(=N\O)C(=O)NCc1ccccn1	-0.7%
COc1ccccc1NC(=O)C(C)NS(=O)(=O)c1ccc(F)cc1 (stereo not given)	0.3%

An excerpt of these results, with each value named:
> Cc1noc(C)c1S(=O)(=O)Nc1ccc2c(c1)C(=O)N([C@@H](C)CO)C[C@H](C)[C@@H](CN(C)Cc1ccc(C(F)(F)F)cc1)OCCCC[C@H](C)O2
  biotin-GST TR-FRET: 0.2%
> COc1ccc(Nc2ncc(F)c(N3CCOCC3)n2)cc1
  biotin-GST TR-FRET: 2.3%

Among those listed so far, 13 have an aryl thioether with sulfur outside any ring.
SMILES	biotin-GST TR-FRET
CC(C)(C)c1ccc(-c2nnc(SCCC#N)n2C2CCCC2)cc1	1.9%
Cc1ccc(NCc2nnc(SCc3ccc(C#N)cc3)n2Cc2ccco2)c(C)c1	0.4%
Cc1ccc(SCCC(=O)NCc2ccco2)cc1	1.9%
O=C(Nc1nnc(SCc2c(Cl)cccc2Cl)s1)c1cccc([N+](=O)[O-])c1	3.8%
Cc1cccc(NC(=O)CSc2nnc(-c3ccco3)c(-c3ccco3)n2)c1C	3.5%
COC(=O)c1ccc(-n2nnnc2SCC(=O)Nc2cc(OC)ccc2OC)cc1	-11.5%
Cc1ccc(NC(=O)CSc2nnc([C@H](C)NC(=O)OC(C)(C)C)o2)c(C)c1	-0.1%
c1ccc(SCc2nc3ccccc3[nH]2)cc1	1.3%
C=CCSc1nnc(NC(=O)CSc2nnc(C)s2)s1	9.1%
O=C(CSc1nnnn1-c1ccc2c(c1)CCC2)Nc1ccc2c(c1)OCCO2	-6.1%
COc1ccc(-c2[nH]c(-c3ccc(C)cc3)nc2SCC(=O)NCc2ccco2)cc1OC	23.6%
Cc1[nH]c2ccccc2c1Cc1nnc(SCc2ccccc2)o1	1.6%
CC(Sc1nnc(C2CC2)n1C)C(=O)Nc1ccc(N2CCOCC2)cc1 (stereo not given)	4.8%

High-throughput results (PubChem BioAssay)
